bIAP inhibitor = bovine intestinal alkaline phosphatase inhibitors, primary screen, selectivity assay for TNAP inhibitor project, biochemical, bovine IAP, CDP-star luminescence; alkaline phosphatase, intestinal [Bos taurus]; purified bovine IAP, 30 min; inhibition, % at 20 µM; 190,000 tested, under 10 active; AID 1019, 2008;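 active = over 50% inhibition of intestinal alkaline phosphatase at 20 µM in the single-dose screen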
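System: Purified bovine intestinal alkaline phosphatase (IAP) enzyme | Input: IAP diluted 1/65,000,000 in the well | Also added: CDP-star chemiluminescent phosphatase substrate, 30 µM final | Dosing: 20 µM single dose | Times: Enzyme reaction for 30 min at room temperature | Detection: Luminescence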
PPARg SRC-2 ag = agonists of PPARg-SRC-2 recruitment, primary screen, biochemical, HTS; Peroxisome proliferator-activated receptor gamma (Homo sapiens), P37231; PPARgamma LBD-SRC-2 recruitment; activation, % at 8 µM; 200,000 tested, 0.34% active; in the data active = activation above about 22%;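 note: 0% = vehicle and 100% = reference agonist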
Target sequence (P37231 whole entry, looked up, the tested form may be a part): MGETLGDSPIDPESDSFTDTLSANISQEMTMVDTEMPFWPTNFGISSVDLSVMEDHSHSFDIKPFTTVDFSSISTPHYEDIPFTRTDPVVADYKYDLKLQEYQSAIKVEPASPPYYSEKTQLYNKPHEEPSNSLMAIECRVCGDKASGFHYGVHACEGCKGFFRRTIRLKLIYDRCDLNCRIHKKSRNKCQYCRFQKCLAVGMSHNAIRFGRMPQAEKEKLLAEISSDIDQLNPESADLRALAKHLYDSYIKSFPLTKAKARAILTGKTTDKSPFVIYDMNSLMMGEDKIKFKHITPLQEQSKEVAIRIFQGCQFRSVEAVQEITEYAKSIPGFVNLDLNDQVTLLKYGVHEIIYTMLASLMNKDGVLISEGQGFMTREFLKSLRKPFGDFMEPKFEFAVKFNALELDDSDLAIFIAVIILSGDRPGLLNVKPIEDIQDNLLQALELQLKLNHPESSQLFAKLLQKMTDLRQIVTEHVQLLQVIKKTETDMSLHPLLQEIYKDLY
STAT3 act = IL-6 driven STAT3 reporter potentiators, primary screen, U3A cells, luciferase, luminescence, MLSCN library | IL-6 STAT3-luciferase reporter; 100% = signal with IL-6 EC80 alone | activation (% of control), % at 5.6 µM | 190,000 tested, 0.91% active;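 active = activation above the screen-wide mean of compound activation plus 3 SD, cut at about 130% in these data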;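 note: 0% = background luminescence of wells with medium and substrate only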
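Material: human U3A cells carrying STAT3-luciferase construct. Measured by: reporter luminescence signal. Timing: compound 1 h, then IL-6 6 h at 37 °C.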
PPARg SRC-3 ag = PPARgamma agonists recruiting SRC-3 coactivator, primary screen, biochemical; Peroxisome proliferator-activated receptor gamma (Homo sapiens), P37231; biochemical PPARgamma/SRC-3 coactivator recruitment assay; activation, % at 8 µM; 200,000 tested, 0.26% active; AID 731, 2007; in the data active = activation above about 23%;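 note: 0% = DMSO and 100% = reference agonist; some compounds past the cut are filed as inactive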
PPARg SRC1 recr = PPARgamma agonists recruiting SRC-1 coactivator, primary screen, biochemical. Peroxisome proliferator-activated receptor gamma (Homo sapiens), P37231. PPARgamma-SRC-1 coactivator recruitment biochemical assay. activation, % at 8 µM. 200,000 tested, 0.41% active. AID 631, 2007; in the data active = activation above about 19%;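 note: 0% = DMSO and 100% = reference agonist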
STAT1 inh = STAT1 signaling inhibitors, primary screen, cell-based, HTS, luciferase reporter; NIH 3T3 STAT1-luciferase reporter, IFN-gamma, luminescence; inhibition, % at 5.5 µM; 200,000 tested, 0.35% active; AID 920, 2007;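 active = inhibition above a set limit, the mean inhibition across all tested compounds plus 3 SD, cut at about 34% in these data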;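 note: 0% = IFN-gamma with DMSO and 100% = IFN-gamma with 300 µM nifuroxazide; values of inactives mirror those of a sister screen read the other way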
SRC2 TRFRET art = TR-FRET signal artefacts, primary screen, artefact control for PPARgamma SRC-2 agonist project, biochemical | 200,000 tested, 0.4% active | TR-FRET artefact counter-screen; hits give high values | TR-FRET ratio at 8 µM; in the data active = TR-FRET ratio above about 2000; note: inactives centre near 1500
ROMK mod = ROMK potassium channel modulators, primary screen, cell-based, thallium flux, MLSMR library | B-score at 10 µM | 130,000 tested, 2% active | AID 1918, 2009 | Tet-inducible ROMK, thallium flux fluorescence; actives lie on both sides;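 active = signal ratio slope over the read window, or its plate-corrected B-score, at least 3 SD from the plate mean, either direction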;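 note: B-score of the F/F0 ratio slope over 7 to 12 s after thallium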
bIAP activator = bovine intestinal alkaline phosphatase activators, primary screen, biochemical, bovine IAP, CDP-star luminescence; alkaline phosphatase, intestinal [Bos taurus]; 200,000 tested, 0.17% active; activation factor at 20 µM; purified bovine IAP, 30 min; hits give high values; fold of DMSO-control signal, blank-subtracted;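 active = activation factor of 2 or more at 20 µM, a signal rise over negative controls twice the positive control's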
TNAP act hi DEA = TNAP activators at high phosphate acceptor level, primary screen, biochemical, luminescence, uHTS. activation factor at 20 µM. 200,000 tested, under 10 active. purified TNAP, CDP-star luminescence, 1 M DEA, 30 min; hits give high values; 0 = EDTA background, 1 = DMSO-only activity. Alkaline phosphatase, tissue-nonspecific isozyme (Homo sapiens), P05186;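 active = activation factor at least 2 at 20 µM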
Target sequence (P05186 whole entry, looked up): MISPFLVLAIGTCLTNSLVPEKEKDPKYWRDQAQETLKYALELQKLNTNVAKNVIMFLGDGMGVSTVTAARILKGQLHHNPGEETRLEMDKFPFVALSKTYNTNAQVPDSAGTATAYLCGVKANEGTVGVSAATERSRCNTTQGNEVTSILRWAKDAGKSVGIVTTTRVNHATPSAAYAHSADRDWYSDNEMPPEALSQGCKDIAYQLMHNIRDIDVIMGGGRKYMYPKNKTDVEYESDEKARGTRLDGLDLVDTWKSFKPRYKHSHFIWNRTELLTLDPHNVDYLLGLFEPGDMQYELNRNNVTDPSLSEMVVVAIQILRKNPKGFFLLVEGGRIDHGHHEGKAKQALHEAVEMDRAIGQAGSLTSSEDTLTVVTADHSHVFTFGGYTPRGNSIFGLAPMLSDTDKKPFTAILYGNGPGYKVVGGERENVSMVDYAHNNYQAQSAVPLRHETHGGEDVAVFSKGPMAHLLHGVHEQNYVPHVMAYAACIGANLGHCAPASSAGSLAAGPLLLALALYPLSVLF
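Control set: EDTA negative control, DMSO positive control / Assay system: human TNAP / Quantity: TNAP 1/800 final / Evaluation: TNAP activation factor scaled between EDTA and DMSO control wells / Measured by: luminescent substrate turnover signal / Compound dosing: one dose, 20 µM / Times: 30 min enzyme reaction at room temperature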
STAT3 blocker = IL-6 driven STAT3 reporter inhibitors, primary screen, U3A cells, luciferase, luminescence, MLSCN library. IL-6 STAT3-luciferase reporter; host cell line lacks STAT1. inhibition, % at 5.5 µM. 190,000 tested, 0.89% active;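 active = inhibition above the mean inhibition across all screened compounds plus 3 SD, cut at about 44% in these data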;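 note: 0% = DMSO only wells and 100% = 100 µM nifuroxazide control wells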
An asterisk follows results filed as active; . = not tested or not shown.

[1] S=c1[nH]nc(Cc2ccc(Br)cc2)n1/N=C/c1ccc(Cl)cc1
[2] COc1ccc(NC(=O)C2CCCCN2N)cc1OC (centres undefined)
[3] Cc1ccc(C(C(=O)NC2CCCCC2)N(Cc2cccnc2)C(=O)C2COc3ccccc3O2)o1 (centres undefined)
[4] COC(=O)C1=C(N)Oc2cc(C)[nH]c(=O)c2C1c1cc(OC)c(OC)c(OC)c1 (centres undefined)
[5] O=C(NCc1ccccn1)C1CCC(=O)N1C1CCCCC1 (centres undefined)
[6] CCn1c(/C=N/c2nc3ccccc3n2C)nc2ccccc21
compound no. | 1 | 2 | 3 | 4 | 5 | 6
bIAP inhibitor | -3 | 5 | -24 | 5 | 4 | -5
PPARg SRC-2 ag | 1 | 9 | 2 | -5 | -8 | -1
STAT3 act | 95 | 98 | 107 | 102 | 102 | 101
PPARg SRC-3 ag | 6 | 7 | 5 | -2 | -1 | -6
PPARg SRC1 recr | 3 | 10 | -7 | 5 | 6 | 0
STAT1 inh | -4 | 6 | -1 | 2 | -2 | -26
SRC2 TRFRET art | 1680 | 1394 | 1658 | 1540 | 1451 | 1546
ROMK mod | 0.91 | . | -2.1 | . | . | .
bIAP activator | 1 | 1 | 1.2 | 0.9 | 1 | 1
TNAP act hi DEA | 0.9 | 1 | 1 | 1 | 1.1 | 1.1
STAT3 blocker | 14 | 6 | -4 | 8 | 6 | 2

[7] COCCN1CCn2c(nc3cc(NC(=O)NC4CCCCC4)ccc32)C1
[8] CCN(C1CCS(=O)(=O)C1)S(=O)(=O)c1cccs1 (centres undefined)
[9] CN(C)S(=O)(=O)c1cccc(NC(=O)c2cc(-c3cccs3)nn2-c2cccc(Cl)c2)c1
[10] O=C(CCC(=O)N(CC(=O)NC1CCCC1)Cc1ccc2c(c1)OCO2)Nc1ccccn1
[11] CCOC(=O)c1ccc(NS(=O)(=O)c2cnc[nH]2)cc1
[12] Cc1cc2cc(CNC(=O)Cc3ccc([N+](=O)[O-])cc3)ccc2n1C
compound no. | 7 | 8 | 9 | 10 | 11 | 12
bIAP inhibitor | 4 | 8 | 6 | 2 | 7 | 10
PPARg SRC-2 ag | 5 | -6 | 9 | 6 | 10 | 0
STAT3 act | 99 | 110 | 106 | 94 | 105 | 107
PPARg SRC-3 ag | 1 | -12 | 8 | 2 | -1 | -2
PPARg SRC1 recr | 2 | -4 | 11 | -4 | 7 | -2
STAT1 inh | 4 | -6 | 0 | 3 | 3 | -1
SRC2 TRFRET art | 1555 | 1485 | 2193* | 1620 | 1464 | 1475
ROMK mod | . | . | -0.53 | . | . | 0.63
bIAP activator | 1 | 0.9 | 0.9 | 1 | 0.9 | 0.9
TNAP act hi DEA | 1 | 0.9 | 1 | 1.1 | 1 | 1
STAT3 blocker | 4 | -7 | -10 | 13 | 0 | -2

[13] CCCN(CCO)Cc1cccc(Oc2ccccc2)c1
[14] Cc1ccccc1Nc1nc(N)nc(COC(=O)C(NC(=O)c2ccco2)C(C)C)n1 (centres undefined)
[15] CCCCCCn1c2c(c(=N)c3c1CCC3)CCC2
[16] CCSc1nc(C2CC2)cc(-c2cccs2)c1C#N
[17] N#C/C=C(/N)c1ccc(Br)cc1
[18] COc1ccc(-n2c(C)cc(C(=O)COC(=O)c3cc(NC(=O)c4cccs4)c(OC)c(OC)c3)c2C)cc1
compound no. | 13 | 14 | 15 | 16 | 17 | 18
bIAP inhibitor | 2 | 0 | 14 | . | 6 | -19
PPARg SRC-2 ag | 5 | 4 | -8 | 8 | 7 | 9
STAT3 act | 95 | 92 | 36 | 123 | 99 | 99
PPARg SRC-3 ag | 3 | -4 | -3 | -2 | 9 | 4
PPARg SRC1 recr | 8 | -4 | 0 | 3 | -1 | -4
STAT1 inh | 9 | 3 | 34 | -22 | -2 | 2
SRC2 TRFRET art | 1721 | 1794 | 1485 | 1490 | 1549 | 1606
ROMK mod | . | -0.3 | . | 0.22 | . | .
bIAP activator | 1 | 1 | 0.9 | 0.1 | 0.9 | 1.2
TNAP act hi DEA | 1 | 1 | 1.1 | 1 | 1 | 1
STAT3 blocker | 10 | 16 | 81* | -26 | 7 | -3

[19] CNC(=O)C(=O)N/N=C/c1ccc(Br)cc1
[20] COc1ccc(-c2nnc(NC(=O)CSc3ccc(C)cc3)s2)cc1OC
[21] Cc1cc(C)c2cc(C(c3nnnn3CC3CCCO3)N3CCN4CCCC4C3)c(=O)[nH]c2c1 (centres undefined)
[22] O=C(NCc1n[nH]c(=S)n1-c1ccccc1)c1ccc(S(=O)(=O)N2CCCCC2)cc1
[23] COc1ccc2c(c1OC)C(=O)N(c1ccc(C)cc1)C2=O
[24] CC(=O)CCN1CCOCC1
compound no. | 19 | 20 | 21 | 22 | 23 | 24
bIAP inhibitor | -1 | 11 | 3 | 4 | 2 | 10
PPARg SRC-2 ag | 4 | -1 | 6 | 9 | 9 | 7
STAT3 act | 108 | 100 | 100 | 98 | 103 | 98
PPARg SRC-3 ag | 0 | -2 | -1 | 2 | 2 | 0
PPARg SRC1 recr | 4 | -5 | -2 | 17 | 4 | 0
STAT1 inh | -24 | 9 | -7 | -8 | -31 | 3
SRC2 TRFRET art | 1689 | 1352 | 1581 | 1398 | 1525 | 1707
ROMK mod | -0.33 | 1.2 | . | 1.1 | -0.46 | 0.93
bIAP activator | 1 | 0.9 | 1 | 1 | 1 | 0.9
TNAP act hi DEA | 1 | 1.1 | 1 | 1 | 1 | 1
STAT3 blocker | 2 | -2 | 5 | 5 | 6 | 3

[25] CCOc1ccccc1Nc1ccc(C(=O)O)cc1[N+](=O)[O-]
[26] Cc1ccc(C(=O)NC(C)c2ccc3c(c2)OCO3)s1 (centres undefined)
[27] Cc1cccc(C)c1Nc1c(-c2ccsc2)nc2ncccn12
[28] CC(C)C(NC(=O)OCc1ccccc1)C(=O)NCC(=O)OC(C)(C)C (centres undefined)
[29] CCNC(=S)NC1CC2CCCC(C1)N2Cc1ccco1 (centres undefined)
[30] O=C1c2cc([N+](=O)[O-])cc3cc([N+](=O)[O-])cc(c23)C(=O)N1c1ccccn1
compound no. | 25 | 26 | 27 | 28 | 29 | 30
bIAP inhibitor | 12 | -10 | 23 | -3 | 0 | -4
PPARg SRC-2 ag | 7 | 1 | -2 | 2 | 3 | -4
STAT3 act | 106 | 105 | 99 | 91 | 99 | 99
PPARg SRC-3 ag | 2 | 5 | 2 | -4 | 2 | 1
PPARg SRC1 recr | -1 | 9 | 4 | -6 | -1 | 1
STAT1 inh | -4 | 11 | 9 | 2 | 2 | 30
SRC2 TRFRET art | 1482 | 1438 | 1673 | 1277 | 1624 | 1312
ROMK mod | -0.0098 | 0.06 | 0.33 | . | . | -2.6
bIAP activator | 0.9 | 1.1 | 0.8 | 1 | 1 | 1
TNAP act hi DEA | 0.9 | 1 | 1 | 1.1 | 1 | 1
STAT3 blocker | -3 | -5 | -1 | 16 | 6 | 4

[31] CCC(=O)NCCSc1c[nH]c2ccccc12
[32] OCC#Cc1ncc(C(F)(F)F)cc1Cl
[33] Cc1cc(C)n(-c2ccc(C(=O)OCC(=O)NC(c3ccccc3)c3ccccc3)cc2)n1
[34] CC(C(=O)O)N1C(=O)CSC1=S (centres undefined)
[35] O=C1NC(c2ccccc2)=NC1(NS(=O)(=O)c1ccc(Cl)cc1)C(F)(F)F (centres undefined)
[36] COc1cccc(CN(C)C(=S)Nc2ccc(C)c(C)c2)c1
compound no. | 31 | 32 | 33 | 34 | 35 | 36
bIAP inhibitor | 8 | 4 | -3 | 8 | 3 | 17
PPARg SRC-2 ag | 2 | 8 | 5 | 4 | -6 | 6
STAT3 act | 145* | 106 | 105 | 107 | 100 | 96
PPARg SRC-3 ag | -2 | 1 | 7 | 0 | -2 | 4
PPARg SRC1 recr | -2 | 14 | 3 | -2 | 3 | 10
STAT1 inh | 4 | -2 | -11 | 9 | -7 | 5
SRC2 TRFRET art | 1409 | 1512 | 1696 | 1691 | 1476 | 1738
ROMK mod | . | -1.4 | 0.52 | . | . | -0.85
bIAP activator | 0.9 | 1 | 1 | 0.9 | 1 | 0.8
TNAP act hi DEA | 1 | 1.1 | 1 | 1 | 1 | 1
STAT3 blocker | -47 | -6 | 4 | 2 | -1 | 9

[37] CCNC(=O)/C(=C\C=C\c1ccccc1)NC(=O)c1ccc(Br)o1
[38] CCCCCCCCCCS(=O)(=O)N/N=C/c1ccccc1OC
[39] CCOC(=O)NC(NC(=S)Nc1ccc(OC)cc1)C(Cl)(Cl)Cl (centres undefined)
[40] COC(=O)c1ccccc1NC(=O)c1ccccc1SC
[41] COc1cccc(N2C(=O)CC(N3CCc4ccccc43)C2=O)c1 (centres undefined)
[42] COc1ccc(N2C(=O)N(Cc3ccccc3F)c3ccccc3S2(=O)=O)cc1
[43] O=c1cc(/C=C/c2c(F)cccc2Cl)[nH]c2ccccc12
compound no. | 37 | 38 | 39 | 40 | 41 | 42 | 43
bIAP inhibitor | 1 | -12 | 6 | -12 | 12 | -4 | 4
PPARg SRC-2 ag | 1 | -6 | 3 | 2 | 13 | 1 | 0
STAT3 act | 91 | 106 | 103 | 101 | 97 | 91 | 109
PPARg SRC-3 ag | 4 | 2 | 4 | 9 | -9 | -2 | -3
PPARg SRC1 recr | 3 | -5 | -1 | 9 | 6 | 3 | -11
STAT1 inh | 7 | -2 | -4 | -4 | -16 | 9 | 10
SRC2 TRFRET art | 1541 | 1493 | 1435 | 1548 | 1627 | 1652 | 1676
ROMK mod | 0.038 | 0.082 | -0.94 | -0.24 | . | -0.18 | .
bIAP activator | 1 | 1.1 | 0.9 | 1.1 | 0.9 | 1 | 1
TNAP act hi DEA | 1 | 1 | 1.1 | 1 | 1 | 1 | 1
STAT3 blocker | 15 | -10 | 1 | 2 | 7 | 15 | -11

Some entries already given, reduced to STAT1 inh, STAT3 blocker and PPARg SRC1 recr:
nr	molecule	STAT1 inh	STAT3 blocker	PPARg SRC1 recr
41	COc1cccc(N2C(=O)CC(N3CCc4ccccc43)C2=O)c1 (centres undefined)	-16	7	6
42	COc1ccc(N2C(=O)N(Cc3ccccc3F)c3ccccc3S2(=O)=O)cc1	9	15	3
43	O=c1cc(/C=C/c2c(F)cccc2Cl)[nH]c2ccccc12	10	-11	-11

Assay outcomes (PubChem BioAssay)
